NTR1 ag: NTR1-driven beta-arrestin-GFP spot formation – imaging, U2OS cells, high content, primary screen (AID 493036); P30989; agonist mode; activation, % at 20 µM; actives 0.17% (n = 330,000);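 active = activation at or above 40% of the spot to cytoplasm intensity ratio, with at least 20 cells analyzed; inconclusive = wells under 20 cells, flagged as cytotoxic or low count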;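 also: 0% = DMSO without peptide and 100% = 100 nM NTR1 peptide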
Target sequence (P30989 whole entry, looked up): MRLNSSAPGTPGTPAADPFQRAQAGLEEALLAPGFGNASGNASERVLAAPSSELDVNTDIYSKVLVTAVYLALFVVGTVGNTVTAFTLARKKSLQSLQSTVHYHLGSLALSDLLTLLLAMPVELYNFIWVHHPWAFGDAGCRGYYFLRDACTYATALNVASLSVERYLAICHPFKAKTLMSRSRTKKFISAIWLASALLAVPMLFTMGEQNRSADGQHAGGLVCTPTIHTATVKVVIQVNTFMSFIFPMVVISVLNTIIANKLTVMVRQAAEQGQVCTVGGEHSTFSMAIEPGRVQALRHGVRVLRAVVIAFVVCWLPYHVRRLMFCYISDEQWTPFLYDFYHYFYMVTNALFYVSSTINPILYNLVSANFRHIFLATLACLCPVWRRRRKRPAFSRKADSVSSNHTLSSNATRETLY
NOD2 inhibition: inhibition of NOD2-driven NF-kB reporter – cell-based, luminescence, uHTS, HEK293 (AID 1566); HEK293 NOD2/NF-kB luciferase reporter, luminescence; higher % means a stronger effect; inhibition, % at 4 µM, or EC50 in µM where a hit was titrated; actives 0.63% (n = 290,000); also: many of its hits are not listed in these tables
GPR55 beta-arrestin: GPR55 agonists via beta-arrestin recruitment, primary screen, imaging, U2OS cells, beta-arrestin-GFP redistribution (AID 1961); U2OS GPR55 beta-arrestin-GFP redistribution imaging; higher % means a stronger effect; one-dose activation, % at 10 µM; EC50 in µM for titrated hits; actives 0.048% (n = 290,000);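 active = activation above 40% with more than 50 cells counted in the well; inconclusive = wells holding fewer than 50 cells, flagged as toxic or sparse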;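 also: U2OS osteosarcoma cells stably expressing GPR55 and beta-arrestin-GFP; plate controls were DMSO negative control for no effect and LPI positive control for full effect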
KOR beta-arrestin-1: KOR antagonists, beta-arrestin recruitment, cell-based, luminescence, uHTS (AID 1778); KOR beta-arrestin recruitment, luminescence, antagonist mode; higher % means a stronger effect; one-dose inhibition, % at 10 µM; IC50 in µM for titrated hits; actives 0.091% (n = 290,000); also: strong numbers were not always called active
ER stress rescue: rescue of cells from ER stress-induced death, primary screen, 384-well, CSM14.1, thapsigargin, ATP luminescence (AID 1222) | CSM14.1 thapsigargin-induced death rescue, ATP luminescence; higher % means a stronger effect | cellular ATP content (survival), % at 20 µM; hits with a dose series show EC50 in µM | 190,000 tested, under 10 active;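 active = EC50 below 50 µM in the dose-response confirmation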;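 also: death triggered by thapsigargin at about 15 µM added after 2 h compound pretreatment; cell ATP read after overnight thapsigargin exposure of roughly 18 to 22 hours; normalized against plate controls of thapsigargin alone and 5% DMSO vehicle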
TNAP activators: stimulation of alkaline phosphatase TNAP activity – biochemical, luminescent, no phosphate acceptor, uHTS, primary screen (AID 1001) | purified TNAP, luminescent activation assay, no phosphate acceptor; higher activation fold means a stronger effect | activation fold at 20 µM; hits with a dose series show EC50 in µM | actives 0.03% (n = 200,000); in the data active = activation fold from about 3, or a potency from the dose series; inactive = the rest, 99 in 100 with activation fold below about 1.6; also: many of its hits are not listed in these tables
Yfh1-depleted yeast: mitochondrial function rescue without frataxin homolog – Friedreich's ataxia, plus single-dose screen, dose response (AID 1465); fold induction at 50 µM, or EC50 in µM where a hit was titrated; actives 0.074% (n = 220,000); S. cerevisiae Yfh1-off respiration, WST-1 reduction, 72 h; higher fold induction means a stronger effect;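 active = fold induction of absorbance versus untreated yeast above a set limit, then at least 30% activation at any dose in follow-up; inconclusive = repeats straddling the limit, or above it without dose testing; inactive = fold induction below the set limit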;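 also: activators that raise dye reduction in frataxin-depleted yeast; strong numbers were not always called active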
KOR beta-arrestin-2: KOR agonists, beta-arrestin recruitment, primary screen, cell-based, luminescence, uHTS (AID 1777); KOR beta-arrestin recruitment, luminescence; higher % means a stronger effect; actives 0.02% (n = 280,000); one-dose activation, % at 10 µM; EC50 in µM for titrated hits; in the data active = activation above about 50%, passing the limit was not always enough; also: a part of the inactive calls stands beside numbers as strong as those of hits
NOD1 inhibition: inhibition of NOD1-driven NF-kB reporter – cell-based, luminescence, uHTS, primary screen (AID 1578); actives 1% (n = 290,000); one-dose inhibition, % at 4 µM; EC50 in µM for titrated hits; NOD1-driven NF-kB luciferase reporter cells, luminescence; higher % means a stronger effect; in the data active = inhibition mostly above about 36%, no sharp cut-off; inactive = mostly below about 34%;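 also: HEK-293T reporter cells stimulated with the NOD1 agonist gamma-tri-DAP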
NTR1 ag cell count 20 µM: also measured in NTR1 ag; calls as there; cell count; measured here: cell count, cytotoxicity flag
* marks the source's active call; other numbers are inactive results; i = inactive; ? = inconclusive; / = not tested or not shown; & = joins results of further samples; [ ] = remark or other dose. Rule as the data show it, unless noted: active = inhibition above about 50%; inactive = the rest. Only part of the results is shown. The share of hits here may be higher or lower than overall.

Second line of a record – NTR1 ag | NTR1 ag cell count 20 µM | NOD2 inhibition | GPR55 beta-arrestin | KOR beta-arrestin-1 | ER stress rescue | TNAP activators | Yfh1-depleted yeast | KOR beta-arrestin-2 | NOD1 inhibition
- O=C(O)C(O)c1ccccc1 (stereo not drawn)
    -0.7&-1.1 | 66&70 | 12.4% | -0.5% | -6.7% | -1.4% | 1.1 | i | 1.8% | -0.3%
- COc1ccc(Br)cc1CNC(=O)C1CCCN(S(=O)(=O)N2CC(C)CC(C)C2)C1 (stereo not drawn)
    3.6 | 53 | 7.9% | -0.1% | -32.3% | / | / | / | -4.4% | -10.7%
- Cc1cc(=O)oc(C)c1C(=O)NCCC(C)C
    0.3 | 64 | -1.4% | -0.3% | -4.2% | -2.3% | 1 | i | -1.4% | -4.8%
- COc1ccc(C(=O)NNC(=S)NC(=O)C(C)(C)C)cc1
    2.7 | 50 | 27.3% | -0.9% | 70.5% | i | 2.3 | i | -5.2% | 1.9%
- O=C(NCCCN=C1NS(=O)(=O)c2ccccc21)c1ccc(S(=O)(=O)N2CCCCC2)cc1
    -0.9 | 77 | 6.0% | -0.1% | 8.4% | -1.5% | 1.1 | i | -3.6% | 7.6%
- Nn1cc(-c2ccccc2)nc1SCC(=O)N1CCN(S(=O)(=O)c2ccccc2)CC1
    0.2 | 79 | 6.1% | -0.1% | 26.7% | / | 1.1 | i | -4.8% | -18.6%
- C/C(=N\NC(=S)NC1CCCCC1)c1ccc(Cl)c(Cl)c1
    13.2 | 64 | -3.1% | 0.0% | -28.3% | / | / | i | / | -3.3%
- CCC(C)C(NC(=O)OC(C)(C)C)C(=O)NC(C)C(N)=O (stereo not drawn)
    -2.1 | 85 | 15.2% | -0.3% | -7.5%[20 µM] | 0.8% | 1.1 | i | -1.8% | -5.3%
- CC(C)(C)NC(=O)CSc1nnc(NC(=O)CCn2cnc3ccccc3c2=O)s1
    -0.4 | 31 | -0.8% | -0.2% | 27.9% | / | 1.1 | i | -1.8% | -14.0%
- COc1ccc(CNC(=O)CN(C(=O)CCC(=O)Nc2ccccn2)c2cccc(C)c2)cc1
    1.4 | 51 | -3.5% | -0.1% | 1.2%[20 µM] | -1.8% | 1.1 | i | / | -26.3%
- Cc1ccc2c(=O)cc(C(=O)NCCc3ccc(S(N)(=O)=O)cc3)oc2c1C
    -0.8 | 73 | -2.3% | -0.1% | 4.3% | / | / | / | -2.2% | -7.7%
- CC(C)(C)[C@H]1C=C(C(=O)NC2CC2)O[C@@H](OCc2ccc(CO)cc2)C1
    13.2 | 83 | 7.5% | -0.2% | -2.2% | 3.1% | 1.1 | i | -0.4% | 19.3%
- COc1ccc(NC(=O)C2C3C=CC(C3)C2C(=O)NCc2ccccn2)c(OC)c1 (stereo not drawn)
    0.7 | 76 | 11.2% | -0.1% | 20.4% | -0.4% | 1.1 | / | -3.7% | -18.2%
- COc1ccccc1Nc1nc(N)nc(CSC(=S)N2CCCCC2C)n1 (stereo not drawn)
    1.2 | 41 | -23.6% | -0.2% | 18.6% | -2.2% | 1 | i | -1.8% | 17.0%
- COc1ccc(/C=C/c2nc3ccccc3n2C)cc1
    1.6 | 69 | 21.0% | 0.2% | -35.9% | -5.3% | 1.1 | i | 4.4% | 74.4%*
- COc1ccc(-c2nn(CCC#N)cc2C=C(C#N)C#N)cc1
    3.8 | 44 | 14.5% | -0.3% | 12.2% | / | / | i | -0.3% | 6.9%
- Cc1cc(C)n2ncc(C(=O)Nc3ccc4c(c3)OCO4)c2n1
    2.6 | 37 | 11.3% | -0.2% | 0.2% | -1.8% | 1.1 | i | -0.4% | -17.2%
- Cc1ccc(C)c(N(C(=O)c2csnn2)C(C(=O)NC2CCCC2)c2cccnc2)c1 (stereo not drawn)
    6.6 | 49 | 10.6% | -0.2% | -22.9% | / | / | / | 2.9% | -14.2%
- Cc1c(CN2CCC(n3nccc3NC(=O)CCc3ccccc3)CC2)cnn1C
    -0.8 | 72 | 10.4% | -0.1% | -9.8% | / | / | / | 12.3% | 12.6%
- C/C(=N/O)c1ccc(N2C(=O)C3C4C=CC(C3C2=O)C2C3C(=O)N(c5ccc(/C(C)=N/O)cc5)C(=O)C3C42)cc1 (stereo not drawn)
    3.5 | 80 | -0.6% | -0.1% | -48.7%[20 µM] | -1.2% | 1.1 | i | -2.4% | -29.2%
- CC(C)n1nnnc1SCC(=O)Nc1ccccc1F
    1.4 | 49 | 11.8% | 0.2% | -23.4% | / | / | / | -2.0% | -45.6%
- CCCCn1c(SCC(=O)NCc2ccco2)nc2cc(S(N)(=O)=O)ccc21
    -1.3 | 44 | 1.9% | 0.9% | -53.0% | -3.3% | 1.1 | i | 1.8% | 12.8%
- CCC(=O)N1CCN(c2ccccc2NC(=O)COc2cc(C)ccc2C(C)C)CC1
    2.5 | 44 | -23.0% | -0.2% | 21.7% | -0.9% | 1 | i | -1.5% | -8.4%
- CS(=O)(=O)c1cccc(C(=O)NCc2ccc(F)cc2)c1
    -0.3 | 54 | -2.1% | -0.1% | 8.9% | 1.8% | 1.1 | i | -5.1% | -16.8%
- COc1ccc2c(c1)cc1c(=O)n(CC(=O)NCCCOC(C)C)nc(C)n12
    1.3 | 101 | -8.1% | 1.2% | -13.7% | / | / | / | 3.1% | 1.3%
- Cc1ccc2c(c1)NC(=O)C(N1CCOCC1)(C(F)(F)F)O2 (stereo not drawn)
    -0.6 | 55 | 3.1% | 0.0% | -15.2% | 1.0% | 1 | ? | 2.0% | -1.2%
- O=S(=O)(Cc1nnnn1-c1ccccc1)c1ccc(F)cc1
    -0.8 | 45 | 11.3% | -0.1% | 22.6% | / | / | / | -3.5% | -27.8%
- CCOCCCN(C(=O)CNC(=O)c1ccco1)C(C(=O)NC1CCCC1)c1cccc(OC)c1 (stereo not drawn)
    -0.6 | 57 | -5.4% | -0.2% | 0.1% | / | / | / | -2.6% | 22.3%
- Cc1cc(-c2c(C)[nH]n(-c3ccccc3)c2=O)n(-c2ccccc2)n1
    -0.2 | 102 | 13.4% | -0.1% | -10.6% | 1.5% | 1 | i | 3.6% | -6.3%
- COc1ccc(-c2c3c(=O)n(C)c(=O)n(C)c3cn2-c2cc(OC)ccc2OC)cc1
    -1.3 | 46 | 16.4% | 0.8% | 11.0% | -1.2% | 1.1 | i | 4.1% | 18.5%
- CC(CC(=O)N1CCN(S(=O)(=O)c2ccc(Cl)cc2)CC1)n1cncn1 (stereo not drawn)
    -0.3 | 49 | 4.9% | 0.2% | -24.2% | / | / | / | -3.0% | -23.1%
- CCC(C)NS(=O)(=O)c1ccc(OCC(=O)NCC2CCCO2)cc1 (stereo not drawn)
    0.1 | 57 | 11.7% | -0.1% | -7.1% | -1.6% | 1.1 | i | 3.2% | 21.0%
- COc1cc(C(C(=O)NC(C)(C)C)N(C(=O)CNC(=O)c2cccs2)c2ccccc2)cc(OC)c1OC (stereo not drawn)
    1.6 | 45 | 4.8% | -0.4% | 21.9% | -0.8% | 1.1 | i | -6.1% | -11.4%
- O=Cc1c(N2CCC3(CC2)OCCO3)nc2ccccn2c1=O
    -0.7 | 37 | 19.0% | -0.3% | -1.1% | / | / | i | 1.2% | 2.3%
- CCCn1c(=O)c2ccccc2n2c(=S)[nH]nc12
    -0.5 | 43 | -33.9% | -0.1% | -28.7% | / | / | / | 4.3% | -10.0%
- COc1ccc(C(C(=O)NC2CCCC2)N(C(=O)c2snc(-c3ccc(F)cc3)c2N)c2ccccc2)cc1 (stereo not drawn)
    -1.9 | 79 | 4.0% | 0.0% | -2.8% | -0.3% | 0.9 | i | 4.0% | -4.0%
- Cc1ccc(S(=O)(=O)N(C)c2ccc(OCC(=O)OCc3c(C)noc3C)cc2)cc1
    0.1 | 78 | 3.7% | 0.1% | 1.2% | 1.3% | 1 | i | 1.8% | -19.3%
- CCOc1ccc(CCNC(=O)Cn2nc(C)c3c(C)n(-c4ccccc4)nc3c2=O)cc1OCC
    -0.1 | 67 | 4.1% | -0.2% | -16.0% | / | / | / | 0.7% | -18.0%
- COc1ccccc1OCC(=O)N1CC2(C)CC1CC(C)(C)C2 (stereo not drawn)
    4.4 | 69 | -3.5% | -0.1% | -28.2% | -2.3% | 1.1 | i | 4.4% | 4.5%
- COc1cc(C(C#N)N2CCOCC2)ccc1O (stereo not drawn)
    1.9 | 96 | -15.9% | -0.2% | -52.4% | 0.2% | 0.9 | i | -3.4% | -26.6%
- Cn1c(C(=O)N2CCCC(C(=O)NCc3ccc4c(c3)OCO4)C2)cc2sccc21 (stereo not drawn)
    0.9 | 51 | 5.8% | -0.1% | 30.1% | 2.3% | 0.9 | i | -3.7% | -14.1%
- COCCOC(=O)c1c(C)oc2ccc(OC(=O)c3ccco3)cc12
    1.6 | 86 | 13.0% | 0.1% | -27.5% | -3.3% | 1 | i | -2.4% | -43.4%
- CN(CC(O)CN)CC(O)CN1CCCCC1 (stereo not drawn)
    -0.9 | 48 | 0.5% | -0.2% | 18.7% | -2.4% | 1.3 | i | 4.0% | 2.5%
- CC1CCc2c(sc3ncn(N)c(=N)c23)C1 (stereo not drawn)
    0.1 | 65 | 11.3% | -0.1% | -8.3% | / | / | i | -0.9% | -6.7%
- Cc1cc(C)nc(SCC(=O)N2CCc3ccccc32)n1
    -0.4 | 58 | -5.2% | -0.1% | 5.3% | / | / | / | -0.3% | -44.2%
- CN1CCN(C(=O)/C(C#N)=C/c2ccc(F)cc2)CC1
    -0.1 | 18 | 14.2% | -0.2% | 7.0% | -0.8% | 1.1 | i | -1.2% | -15.2%
- Cc1ccc(OCC(=O)N(Cc2ccccc2)C(C)(C)C)c([N+](=O)[O-])n1
    1.2 | 69 | 3.0% | -0.3% | 4.8% | -0.5% | 1.1 | i | -2.9% | -29.1%
- Cc1c(-c2ccccc2)sc2nc[nH]c(=S)c12
    0.6 | 58 | -83.4% | 0.0% | 31.5% | -0.7% | 1 | i | -4.4% | -35.9%
- CC(=O)c1ccc(Cc2ccccc2)cc1
    -0.2 | 84 | 11.1% | 0.3% | 3.8% | 1.3% | 1.1 | i | 2.0% | -31.9%
- Cn1cccc1/C=N/n1cnnc1
    -1.7 | 87 | 12.7% | 0.0% | -34.6% | 3.7% | 1.1 | i | -3.4% | 0.9%
- COc1cc(C(=O)NC(=S)Nc2ccc(NC(=O)c3ccco3)cc2)cc(OC)c1OC
    0.2 | 52 | 12.5% | 0.1% | 13.5% | 4.1% | 1 | i | 8.3% | 0.0%
- CC1CN(C(=O)Nc2ccc3snnc3c2)c2ccccc21 (stereo not drawn)
    2.4 | 48 | -34.3% | -0.3% | 20.9% | / | 1.1 | i | -3.4% | -34.0%
- Cc1ccc(NC(=O)Cc2cn3ccsc3n2)nc1
    -1.1 | 46 | 1.3% | 0.3% | -39.1% | -2.0% | 1.1 | i | 2.0% | -29.1%

High-throughput results as filed in PubChem BioAssay.
